Assay outcomes as filed in PubChem BioAssay.
Tb PYK inh = blocks Trypanosoma brucei pyruvate kinase. Potency, µM (titrated, usually from 76.8 µM), for inactives: at the top dose activity, negative = inhibition, most hits filed as inhibitors. Q57TT1. TbPYK enzyme, Kinase-Glo Plus ATP luminescence, 45 min. 0.12% of 410,000 active; further: potency means the concentration at half of the fitted maximal effect; on the % scale 0 is the no-effect control and ±100 the full control effect; nearly all actives have a fitted effect of over 50% in size
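In this concentration-response screen, enzyme-free wells defined baseline while DMSO plates tracked drift. Each reaction combined TbPYK, substrate, compound and 130 uM ADP for 45 min at room temperature. Kinase-Glo Plus luminescence gave the signal.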
Pf growth 48h = inhibits P. falciparum growth in the first generation, 48 h; P. falciparum luciferase growth in erythrocytes, 48 h; Potency, µM (series often up to 28.7 µM), for inactives: at the highest dose activity change, negative = inhibition, usual class: inhibitors; 5.9% of 310,000 active; AID 504832; further: potency means the concentration at half of the fitted maximal effect; on the % scale 0 is the no-effect control and ±100 the full control effect
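Read-out is firefly luciferase luminescence from an integrated reporter in P. falciparum, so falling signal marks reduced parasite growth. Infected erythrocytes were at 2% hematocrit and 0.1% parasitemia (final) in Albumax-supplemented RPMI 1640.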
Pf growth 96h = P. falciparum growth inhibition at 96 hours; P. falciparum luciferase reporter growth, 96 h; Potency, µM (top dose mostly 28.7 µM), for the others: top-dose activity change, negative = inhibition, most hits filed as inhibitors; 6.9% of 320,000 active; further: potency means the concentration at half of the fitted maximal effect; on the % scale 0 is the no-effect control and ±100 the full control effect
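Erythrocytes infected with luciferase-expressing P. falciparum were dispensed at 2% hematocrit and 0.05% parasitemia (final), then incubated with compounds 96 hours at 37 C in 5% CO2. Luminescence after detection reagent addition reported growth.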
AMA1 RON2 block = AMA1-RON2 (P. falciparum) interaction inhibition | AlphaScreen AMA1-biotinylated RON2 peptide binding | Potency, µM (series often up to 58.2 µM), for inactives: at the highest dose activity change, negative = inhibition, hits mostly inhibitors | 0.2% of 360,000 active | AID 720542;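 further: potency means the concentration at half of the fitted maximal effect; 0% = vehicle wells and -100% = peptide control; nearly all actives have a fitted effect of over 45% in size; some results filed as inactive show a strong effect at the top dose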
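AMA1 (3D7) with his tag at 25 nM final met compounds first, then biotinylated RON2 peptide at 25 nM; detection used donor plus acceptor beads, 10 µg/mL apiece, read by AlphaScreen after 30 min at room temperature.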
CHX counter = counter-screen hit for Shiga toxin inhibitors, cycloheximide; cell reporter, cycloheximide protein synthesis inhibition counterscreen; max response, %; 12% of 300,000 active; in the data active means max response mostly above about 13%, no sharp cut-off; inactive means mostly below about 14%; further: read at 38.3 µM for the half of the compounds with a filed dose; 0% is about no effect
LmPK inh = inhibitors of Leishmania mexicana pyruvate kinase; purified LmPK, Kinase-Glo ATP luminescence, 1 h; Potency, µM (doses to about 57.5 µM), inactives show top-dose activity change, negative = inhibition, actives largely listed as inhibitors; 0.37% of 290,000 active; further: potency means the concentration at half of the fitted maximal effect; on the % scale 0 is the no-effect control and ±100 the full control effect
Target sequence (Q27686 whole entry, looked up): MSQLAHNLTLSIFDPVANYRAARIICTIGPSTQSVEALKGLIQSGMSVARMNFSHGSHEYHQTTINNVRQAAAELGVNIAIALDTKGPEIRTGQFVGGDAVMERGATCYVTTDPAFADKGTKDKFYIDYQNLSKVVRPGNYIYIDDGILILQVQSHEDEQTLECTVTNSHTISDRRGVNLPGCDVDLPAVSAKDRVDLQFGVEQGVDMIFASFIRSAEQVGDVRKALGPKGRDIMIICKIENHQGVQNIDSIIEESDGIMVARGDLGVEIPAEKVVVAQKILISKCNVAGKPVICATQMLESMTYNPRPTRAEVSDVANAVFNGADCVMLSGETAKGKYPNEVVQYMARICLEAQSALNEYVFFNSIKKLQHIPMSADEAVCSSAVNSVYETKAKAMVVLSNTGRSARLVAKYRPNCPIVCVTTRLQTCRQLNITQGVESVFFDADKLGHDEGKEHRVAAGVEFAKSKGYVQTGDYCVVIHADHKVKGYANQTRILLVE
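Screened at intermediate enzyme activity to detect both inhibitors and activators: LmPK at 0.1 nM, with a 0.5 nM enzyme column as activation reference. PEP 0.5 mM, ADP 0.1 mM; ATP detected by luminescence after 1 h.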
Shiga inhibitor = inhibitors of Shiga toxin in Vero cells; Vero cells, Shiga toxin protein synthesis inhibition reporter; inhibition, % at 38.7 µM; 9.2% of 290,000 active; in the data active means inhibition mostly above about 28%, no sharp cut-off; inactive means mostly below about 43%; further: 0% is about no effect
* hit, by the source's call; ? = inconclusive; . = no result given; & = joins results of further samples; [ ] = another dose, or the depositor's remark. Unless noted, the call rests on the fitted dose curve; in most records, active means well fitted curve in the direction sought with a large enough effect; inconclusive means small, poorly fitted or top-dose-only effect, or another doubt; inactive means no such curve, though single readings can be large; an effect the other way counts as inactive or inconclusive.

Assay codes – A = Tb PYK inh; B = Pf growth 48h; C = Pf growth 96h; D = AMA1 RON2 block; E = CHX counter; F = LmPK inh; G = Shiga inhibitor
COc1ccc(N2C(=O)NC(=O)/C(=C\c3ccc([N+](=O)[O-])s3)C2=O)cc1
  A = ? | B = 11.1% | C = 16.9% | D = -8.6% | E = 5.0 | F = -6.6% | G = 15.3

CC(C)OC(=O)CSc1nnc(-c2ccccn2)n1C
  A = 0.0% | B = -5.2% | C = 35.9%[activator] | D = -9.5% | E = 1.9 | F = -5.2% | G = 21.2

CC(C)C(C)NC(=O)CN1C(=O)NC(C)(c2ccc3ccccc3c2)C1=O (centres undefined)
  A = 2.6% | B = -6.4% | C = -16.3% | D = -5.7% | E = 1.4 | F = -0.5% | G = -4.8

CC(Oc1ccc(C#N)cc1)C(=O)NC1CCCC1 (centres undefined)
  A = 0.0% | B = 23.4% | C = 0.3% | D = -1.1% | E = . | F = . | G = .

Cc1ccccc1-n1c(C)nc2sccc2c1=O
  A = -2.1% | B = 4.7% | C = ? | D = -8.1% | E = -1.6 | F = -3.7% | G = -11.2

CCOc1cc(CNCc2ccccc2)ccc1OCC(=O)NC1CCCCC1
  A = 0.3% | B = -5.1% | C = -43.7% | D = -0.9% | E = -4.1 | F = 0.5% | G = -14.2

Cc1cccc(NC(=O)CSc2nnc(-c3ccc(S(=O)(=O)N4CCOCC4)cc3)n2C)c1
  A = 0.6% | B = ? | C = ? | D = 0.6% | E = -1.3 | F = -1.5% | G = 25.6

COc1cc(OC)cc(C(=O)Nc2ccc3c(c2)CCCN3C(=O)c2cccs2)c1
  A = -3.9%&0.0% | B = ? | C = ? | D = -0.1% | E = -1.6 | F = -5.0% | G = 0.5

CCN(CC(=O)Nc1ccccc1C(F)(F)F)C(=O)c1cc(S(=O)(=O)N(C)C)ccc1N1CCCC1
  A = -5.5% | B = ? | C = -20.2% | D = 14.1% | E = -2.7 | F = -3.2% | G = -3.6

COc1cc(NS(=O)(=O)c2ccc(N=Cc3c(C)[nH]n(-c4ccccc4)c3=O)cc2)nc(OC)n1
  A = -0.5% | B = 10.3% | C = 3.9% | D = 14.5% | E = -1.6 | F = -8.5% | G = -7.8

CC(=O)Nc1ccc(S(=O)(=O)NCCc2cc3ccc(C)c(C)c3[nH]c2=O)cc1
  A = -5.9% | B = ? | C = ? | D = 10.1% | E = -2.2 | F = -1.5% | G = 27.8

N#CCOC(=O)[C@H](Cc1c[nH]c2ccccc12)NS(=O)(=O)c1ccc(Cl)cc1
  A = 2.9% | B = . | C = -12.6% | D = -6.9% | E = -2.9 | F = -0.9% | G = 6.8

Cc1cc2c(ccc3[nH]onc32)n1
  A = 4.1% | B = 19.7% | C = 4.7% | D = 1.4% | E = -3.9 | F = -1.1% | G = -9.2

CCOc1ccc(NC(=O)c2ccc(NC(=O)COC(=O)c3ccc(NC(=O)CC#N)cc3)cc2)cc1
  A = 2.9% | B = ? | C = ? | D = -5.5% | E = . | F = . | G = .

CCOc1ccc(NCc2cc3cc(OC)ccc3[nH]c2=O)cc1
  A = 1.6% | B = 2.8% | C = -15.7% | D = -20.9% | E = -1.3 | F = -3.7% | G = 21.7

Fc1cccc2sc(Nc3nc4cc5c(cc4s3)OCCO5)nc12
  A = -1.7% | B = 235.2%[activator] | C = 334.5%[activator] | D = 17.4%[2.32 µM] | E = 51.1* | F = -3.7% | G = 95.8*

O=C(CCCc1ccccc1)NCCCN1CCOCC1
  A = 1.1% | B = 20.7% | C = 2.3% | D = 10.2% | E = -4.0 | F = -2.8% | G = -9.1

Cc1nnc(SCC(=O)Nc2ccc(N(C)C)cc2)[nH]c1=O
  A = -1.8% | B = . | C = . | D = . | E = 7.0 | F = . | G = 25.5

CCCS(=O)(=O)N1CCCC(C(=O)NCCc2ccc(Cl)cc2)C1 (centres undefined)
  A = -2.4% | B = 3.9% | C = 18.6% | D = 2.3% | E = -1.8 | F = 0.4% | G = -10.0

O=C1c2ccccc2C(=O)N1CCCc1nc(-c2ccccn2)no1
  A = 1.8% | B = 39.1%[activator] | C = . | D = 17.0% | E = 22.7* | F = 3.9% | G = 83.9*

CCC(C(=O)Nc1c[nH]c(=O)[nH]c1=O)c1ccccc1 (centres undefined)
  A = -3.8% | B = -18.1% | C = ? | D = -6.0% | E = -5.0 | F = 1.9% | G = -15.3

Cc1cccc(N(CC(O)CN2CCOCC2)S(=O)(=O)c2ccccc2)c1 (centres undefined)
  A = 0.5% | B = -11.4% | C = 6.5% | D = -0.7% | E = -5.3 | F = -5.0% | G = 0.7

CC(C)Nc1nc(NC(C)C)nc(SCC(N)=O)n1
  A = 2.4% | B = 3.0% | C = ? | D = -13.0% | E = -2.2 | F = -2.0% | G = -16.1

COc1ccccc1C1CC(c2ccc(Cl)cc2)Nc2ncnn21 (centres undefined)
  A = 2.2% | B = 13.1µM* | C = -1.3% | D = -3.0% | E = 3.2 | F = 4.2% | G = -5.7

COC(=O)c1cc(S(=O)(=O)N2CCC(c3cc(OC)ccc3OC)C2)c[nH]1 (centres undefined)
  A = -1.4% | B = 0.0% | C = 13.1µM* | D = -2.0% | E = -2.0 | F = -0.7% | G = 1.1

COc1ccc(CNC(=O)CCCC2=NS(=O)(=O)c3ccccc3N2)cc1
  A = 1.2% | B = 13.4% | C = 10.4µM* | D = 0.0% | E = -1.2 | F = 1.6% | G = -2.0

CCN(CC)C(=S)Nc1ccc(C(=O)OC)cc1
  A = -1.2% | B = -3.6% | C = ? | D = 3.5% | E = -1.1 | F = -4.9% | G = 14.4

CC(=N)c1c(O)c2ccccc2oc1=O
  A = 7.6% | B = 53.4%[activator] | C = 43.9%[activator] | D = 4.6% | E = 25.6* | F = -5.4% | G = 53.1*

O=C1/C(=C/c2cccc(Cl)c2)SC(=S)N1CCC(=O)N1CCCCC1CCO (centres undefined)
  A = -4.5% | B = ? | C = ? | D = -9.3% | E = 14.7 | F = -7.4% | G = 25.8

COC(=O)c1cc(=O)n(Cc2ccc(OC)cc2)c(=NCc2ccc(OC)cc2)s1
  A = -1.8% | B = ? | C = ? | D = -2.2% | E = 2.6 | F = -1.2%[11.5 µM] | G = -14.7

Cc1[nH]c2nc3ccccc3n2c(=O)c1CCC(C)C
  A = -2.7% | B = 8.6% | C = ? | D = -1.8% | E = -4.8 | F = 4.9% | G = .

CC1CCCN(C(=O)COc2ccc(NC(=O)c3cccs3)cc2)C1 (centres undefined)
  A = 4.6% | B = 5.0% | C = ? | D = -17.8% | E = 17.5 | F = 1.7% | G = 39.9

Cc1cc(N2CCC(C)CC2)nc(NCc2ccccc2)n1
  A = -7.7% | B = 10.4µM* | C = 7.38µM* | D = -8.1% | E = -4.6 | F = 3.5% | G = 9.5

CC1CCCN(C(=O)c2cccc(S(=O)(=O)N3CCCc4ccccc43)c2)C1 (centres undefined)
  A = -23.5% | B = ? | C = ? | D = -13.8% | E = . | F = . | G = .

CCn1c(SCC(=O)Nc2nccs2)nnc1-c1ccc(C)cc1
  A = 2.2% | B = -12.5% | C = 2.2% | D = -25.1% | E = -1.6 | F = -0.2% | G = 18.1

O=C(NCC1COc2ccccc2O1)c1cccs1 (centres undefined)
  A = 0.0% | B = 51.3%[activator] | C = 43.5%[activator] | D = 10.9% | E = 39.5* | F = 4.1% | G = 72.2*

C/C(=N\NC(=O)c1ccccc1O)C1C(=O)c2ccccc2C1=O
  A = . | B = . | C = ? | D = -2.7% | E = 29.4* | F = -6.3% | G = 35.7

O=[N+]([O-])/C=C1\NCCN1Cc1ccc(Cl)nc1
  A = -9.8%&-2.4% | B = 11.6%&9.7% | C = ? | D = 1.4%&-5.5% | E = -3.1&-0.7 | F = -2.9%&-1.6% | G = 11.5&11.6

COc1ccc2cc(C(=O)O)ccc2c1
  A = 5.9% | B = 4.1% | C = 59.1%[activator] | D = -8.6% | E = -1.8 | F = -6.5% | G = -12.8

CC(=O)c1cnc(SCc2ccc(Cl)cc2)nc1C
  A = 4.9% | B = 10.1% | C = 27.8% | D = 71.0%[activator] | E = 10.9 | F = -2.3% | G = 29.9

OC1(c2cccnc2)CCN(Cc2nnnn2C2CCCCC2)CC1
  A = -8.9% | B = -7.8% | C = ? | D = -10.7% | E = -4.0 | F = -1.6% | G = 3.4

O=C(NCc1ccccn1)c1ccc(COc2ccc(Cl)cc2)o1
  A = 3.0% | B = 0.2% | C = ? | D = 14.4% | E = -2.4 | F = -9.8% | G = 0.7

Cc1ccc(-n2nc(C)c3c(C)onc3c2=O)cc1
  A = -1.8% | B = 9.5% | C = 56.6%[activator] | D = -4.7% | E = 11.5 | F = 1.4% | G = -4.4

CCC(C)C(=O)Nc1nnc(SCC(=O)NC(C)(C)C)s1 (centres undefined)
  A = -2.7% | B = 8.4% | C = ? | D = 2.0% | E = -1.0 | F = -7.1% | G = 3.9

c1ccc2oc(-c3[nH]ncc3CN(Cc3ccncc3)CC3CCCO3)cc2c1 (centres undefined)
  A = 3.1% | B = ? | C = ? | D = -2.0% | E = 6.8 | F = 4.1% | G = -4.8

Nothing new here: entries from further up.
Assay codes – A = Tb PYK inh; B = Pf growth 48h; C = Pf growth 96h; D = AMA1 RON2 block; E = CHX counter; F = LmPK inh; G = Shiga inhibitor
Cc1[nH]c2nc3ccccc3n2c(=O)c1CCC(C)C
  A = -2.7% | B = 8.6% | C = ? | D = -1.8% | E = -4.8 | F = 4.9% | G = .

CC1CCCN(C(=O)COc2ccc(NC(=O)c3cccs3)cc2)C1 (centres undefined)
  A = 4.6% | B = 5.0% | C = ? | D = -17.8% | E = 17.5 | F = 1.7% | G = 39.9

(list continues)
Assay codes – A = Tb PYK inh; B = Pf growth 48h; C = Pf growth 96h; D = AMA1 RON2 block; E = CHX counter; F = LmPK inh; G = Shiga inhibitor
CC(NC(=O)c1ccccc1NC(=O)c1ccco1)c1ccccc1 (centres undefined)
  A = -0.8% | B = -8.5% | C = 3.2% | D = -4.0% | E = 1.6 | F = 5.1% | G = -3.9

Cc1ccc(C2C3=C(CCCC3=O)N=C3c4ccccc4C(=O)C32)cc1 (centres undefined)
  A = -20.8% | B = ? | C = ? | D = 0.1%[11.6 µM] | E = -5.2 | F = -2.7% | G = 23.0

CCOC(=O)c1sc(NC(=O)CN2C(=O)NC3(CCCCCCC3)C2=O)c(C(=O)OCC)c1C
  A = -1.4% | B = 8.28µM* | C = 9.28µM* | D = 64.6%[activator] | E = 13.8 | F = 0.9% | G = 2.5

C=CCN(C(=O)CNC(=O)c1ccco1)C(C(=O)NC1CCCCC1)c1ccc(OC)cc1 (centres undefined)
  A = 1.4% | B = -26.7% | C = ? | D = 20.4% | E = -2.8 | F = 3.0% | G = -2.4

CCOC(=O)c1c(NC(=O)COc2cccc3c2CCN(C)C3=O)sc2c1CCC2
  A = -2.8% | B = ? | C = 13.1µM* | D = -1.0% | E = -3.1 | F = 0.0% | G = 5.9

COCCNc1nc(SCC(=O)N2CCN(c3ccccc3)CC2)nc2ccccc12
  A = 4.1% | B = ? | C = 69.0%[activator] | D = -17.1% | E = -1.4 | F = 0.8% | G = -8.4

CC(C)(C)CC(=O)Nc1ccc(C(N)=O)cc1
  A = . | B = 16.6% | C = 2.3% | D = -6.1% | E = -0.6 | F = 3.2% | G = 16.9

COc1ccccc1/C=N/N1C(=O)c2cccc3cccc(c23)C1=O
  A = 1.3% | B = -5.1%[5.75 µM] | C = -1.4% | D = 5.6% | E = -3.8 | F = 0.1% | G = -15.9
